Compound activity (PubChem)
FN deposit inh: inhibitors of fibronectin matrix deposition, primary screen, AH1F cells, Alexa488-fibronectin fluorescence, plate reader; AH1F fibroblasts, overnight; inhibition, % at 12.6 µM; actives 0.086% (n = 350,000);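 active means mean inhibition across replicates of 30% or more, regardless of how many single replicates reach that level; inconclusive means mean under 30% yet at least half of replicates reach 30%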;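 further: positive control wells lacked labelled fibronectin entirely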
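Material: AH1F fibroblasts assembling fluorescent fibronectin matrix; amount: 10000 AH1F cells/well; medium: DMEM, 2% serum; reagent: Alexa488-fibronectin, 24 nM final in well; dosing: single compound dose, delivered by pin transfer; incubation: 1 h adhesion, overnight exposure; detection: fluorescence after three HBSS washes, excitation 485 nm, emission 525 nm; measure: fibronectin deposition inhibition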
CASP6 VEID inh: human caspase-6 inhibitors, primary screen, biochemical, VEID-R110 fluorescence, single point, set 2 | AID 686996, 2013 | inhibition, % at 12.5 µM | purified caspase-6, Z-VEID-R110 cleavage fluorescence | P55212 | actives 0.53% (n = 350,000);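 active means mean inhibition across replicates at least about 35%, with every replicate also reaching that limit, limit read from the data; inconclusive means only one of the two criteria met; inactive means neither criterion met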;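 further: 0% = median of neutral control wells and 100% = no fluorescence left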
Target sequence (P55212 24-179 limits assumed): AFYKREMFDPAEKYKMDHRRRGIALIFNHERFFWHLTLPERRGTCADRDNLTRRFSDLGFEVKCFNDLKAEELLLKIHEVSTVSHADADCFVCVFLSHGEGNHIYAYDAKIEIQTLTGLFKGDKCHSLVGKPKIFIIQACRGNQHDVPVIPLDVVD
Target sequence (P55212 194-293 limits assumed): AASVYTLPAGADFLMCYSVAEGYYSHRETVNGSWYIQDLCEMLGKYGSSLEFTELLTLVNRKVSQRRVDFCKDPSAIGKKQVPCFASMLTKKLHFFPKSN
S100A4 MyoIIA: inhibitors of S100A4-myosin IIA peptide binding, primary screen, biochemical, fluorescence polarization, TAMRA-MyoIIA peptide; inhibition, % at 10.7 µM; actives 0.14% (n = 360,000);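 active means mean inhibition of at least 70% across replicates, with every replicate also reaching that level; inconclusive means mean inhibition reaches 70% but some replicates fall short; inactive means mean inhibition below 70%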
Target sequence (P26447 whole entry, looked up): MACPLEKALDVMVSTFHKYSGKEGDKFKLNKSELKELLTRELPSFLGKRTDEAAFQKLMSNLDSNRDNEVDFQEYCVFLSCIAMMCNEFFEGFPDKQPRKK
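Test system – S100A4 monomer (human) · Compound – single-point compound testing · Schedule – 5 min incubation before reading · Probe or stimulus – TAMRA-labelled myosin IIA heavy-chain peptide probe, 5 nM · Benchmarks – neutral control DMSO, positive control TFP · Medium – Calcium-containing HEPES buffer, pH 7.2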
SIRT5 block: SIRT5 desuccinylase inhibitors, primary screen, biochemical, fluorescence imaging, single point, set 5. Purified SirT5, succinyl-peptide AMC, trypsin-coupled fluorescence. inhibition, % at 15 µM. actives 1.1% (n = 330,000); in the data active means inhibition above about 15%; inconclusive means no clear call, values can overlap the other calls
Target sequence (Q9NXA8 whole entry, looked up): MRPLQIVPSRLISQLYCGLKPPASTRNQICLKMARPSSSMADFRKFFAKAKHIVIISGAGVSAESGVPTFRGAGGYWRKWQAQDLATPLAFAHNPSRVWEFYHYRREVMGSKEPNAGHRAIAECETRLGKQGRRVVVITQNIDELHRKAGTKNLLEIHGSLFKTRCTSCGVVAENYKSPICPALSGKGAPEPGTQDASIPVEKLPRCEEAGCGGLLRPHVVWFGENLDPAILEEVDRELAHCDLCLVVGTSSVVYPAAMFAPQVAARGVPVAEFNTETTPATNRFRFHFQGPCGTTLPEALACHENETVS
Statin myotox sup: suppressors of statin myotoxicity in C2C12 myotubes, primary screen, cell-based, single point, plate reader | C2C12 myotubes + simvastatin, ATP luminescence, 48 h; scaled: DMSO 0, geranylgeraniol control 100 | rescue of ATP level, % at 7.49 µM | actives 0.78% (n = 330,000) | AID 602340, 2012;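 active means mean ATP rescue above about 67%, or every replicate alone reaching that limit, limit read from the data, passing the limit was not always enough; inconclusive means no clear call, values can overlap the other calls; inactive means mean under the limit and some replicate under it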;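 further: myotubes were challenged with 10 µM simvastatin during compound exposure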
LGR2 inh: inhibitors of bursicon-induced LGR2 CRE-luciferase signal, primary screen, cell-based, HEK293, CRE-luciferase reporter, bursicon stimulation; bursicon-stimulated, 4 h; inhibition, % at 9.99 µM; actives 0.35% (n = 380,000); AID 720647, 2013;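 active means drop in luminescence signal, shown as inhibition above about 50% in the replicate tests, limit read from the data, passing the limit was not always enough; inconclusive means probably only some replicates passing the limit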;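 further: agonist challenge used bursicon conditioned medium at about half maximal strength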
esBAF inh: Bmi1 luciferase reporter increase in mESCs, primary screen, esBAF inhibitor project, mouse ES cells, Bmi1 luciferase knock-in, single point; AID 602393, 2012; 24 h; 100% = twice the neutral-well signal; reporter increase, % at 12.5 µM; actives 2% (n = 350,000); in the data active means activation above about 40%; inconclusive means no clear call, values can overlap the other calls;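 further: 0% = median of the plate's neutral control wells and 100% = double that signal; a rise in the Bmi1 reporter signal indicates esBAF inhibition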
* marks the source's active call; other numbers are inactive results; ? = inconclusive; . = no result given; & = joins results of further samples. Only part of the results is shown; the hit share may differ from the screen's.

Compound,SIRT5 block,LGR2 inh,CASP6 VEID inh,S100A4 MyoIIA,esBAF inh,Statin myotox sup,FN deposit inh
O=C1CCCC2=C1C(c1ccsc1)CC(=O)N2c1nnc(SCc2ccccc2)s1 (stereo not drawn),.,0,-1,0,8,-12,8
CC(C)C#Cc1cnc2c(c1)C(=O)N([C@H](C)CO)C[C@@H](C)[C@@H](CN(C)Cc1cncnc1)O2,-1,4,-4,8,-11,3,.
COc1ccccc1CNC(=O)CN(C)S(=O)(=O)c1ccc2c(c1)n(C)c(=O)c(=O)n2C,-2,7,5,-5,5,13,-1
Cc1ccc(S(=O)(=O)Nc2ccc3c(c2)C(=O)N([C@@H](C)CO)C[C@H](C)[C@H](CN(C)Cc2ccc(Cl)c(Cl)c2)O3)cc1,8,16,-1,-3,8,46,.
CCCCC/C=C/C1=CC(=O)C[C@H](c2ccc(OC)cc2)C1,.,6,6,-7,0,-2,13
CCCN1[C@@H]2c3ccc(-c4ccc(F)cc4)c(=O)n3C[C@H]1[C@H](CO)[C@H]2C(=O)NCCOC,-6,4,1,2,-2,3,.
COc1ccc(NC(=O)CSc2c3c(nc4ccccc24)CCC3)c(OC)c1,4,-5,-1,1,-8,3,-2
CN1C(=O)c2ccc(NC(=O)c3cccc(N4C(=O)CCC4=O)c3)cc2C1=O,-12,-8,2,-6,-2,-5,-3
COc1ccc(CCNC(=O)Cn2nnc(C(=O)Nc3cc(C)ccc3C)c2N)cc1OC,-10,0,3,3,4,5,0
CCC(C)NC(=O)CNC(=O)c1nn(-c2ccc(OC)cc2)c(=O)c2ccccc12 (stereo not drawn),-3,2,-3,8,0,0,0
O=C(C1CCCN1S(=O)(=O)c1ccc(Cl)cc1)N1CCOCC1 (stereo not drawn),.,.,.,.,-3,-5,9
CCOC(=O)C1=CC[C@@H](c2ccccc2)N(S(=O)(=O)c2ccc(C)cc2)[C@H]1c1ccccc1C,-5,?,-3,1,-2,-3,11
COC(=O)[C@]12C[C@H](CC(=O)NCc3ccc(C)o3)C(=O)N(Cc3ccc4c(c3)OCO4)C1=C[C@H](C(C)(C)C)O[C@@H]2C,.,12,-2,0,.,.,2
CCOC(=O)c1c(C)[nH]c(C(=O)N2CCCC(C(=O)c3cccc(OC)c3)C2)c1C (stereo not drawn),-1,6,3,-29,.,.,0
Cc1ccccc1C(=O)Nc1cccc(-c2ccc3nncn3n2)c1,2,4,7,1,3,-4,-5
CCCn1c(SCC(=O)Nc2ccc3c(c2)OCCO3)n[nH]c1=O,-3,-7,-6,-2,11,8,1
COc1ccc(CN(CC(=O)NCCc2ccccc2)C(=O)CCC(=O)Nc2ccccn2)cc1,-1,10,9,4,2,4,-5
O=c1oc2ccccc2cc1-c1nnc(NCc2ccco2)s1,.,.,.,.,3,7,-1
CCOc1ccc(S(=O)(=O)/N=C(/Nc2ccc(OC)cc2)c2ccccc2)cc1,-4,-24,1,7,4,16,12
O=C1C2CC3N1CCC31c3ccccc3-n3c1c2ccc3=O (stereo not drawn),-1,-1,0,1,.,.,.
COc1cccc(C(=O)Oc2ccc3ccc(=O)oc3c2)c1,-6,1,-1,0,-3,-2,-6
Cc1noc(C)c1S(=O)(=O)N(C)C[C@@H]1OCCCC[C@@H](C)Oc2ccc(NC(=O)Nc3ccc(F)cc3)cc2C(=O)N([C@@H](C)CO)C[C@@H]1C,2,5,-2,-7,.,.,2
Cc1ccnc(NC(=O)c2ccc(NC(=O)c3ccco3)cc2)c1,.,-60,.,.,36,-22,.
CC1(C)CC(=O)C2=C(C1)N(CC1CCCO1)C(=O)C2(O)C(F)(F)F (stereo not drawn),.,.,.,.,-11,7,-2
CCOc1ccc(NS(=O)(=O)c2cc(OC)ccc2OC)cc1,-1,5,-1,-7,17,-2,.
O=C(NCc1ccccn1)c1cc(-c2ccccc2Cl)nc2ccccc12,.,.,1,2,.,.,8
O=C(/C=C/c1cccs1)N1CCN(c2ccc(O)cc2)CC1,3,-11,62*,1,.,.,4
CC(NC(=S)NC1CCCCC1)C(c1ccccc1)N1CCOCC1 (stereo not drawn),-6,-2,4,2,8,-5,0
COc1ccc(CN2C(=O)CC(Cc3cc(C)cc(C)c3)C2=O)cc1OC (stereo not drawn),0,7,-2,-5,.,.,6
Cc1nn(C)cc1/C=N\NC(=O)c1csc2c1CCCC2,-2,-18,4,-4,7,0,.

Structural class: the entries above containing a furan ring, fused or not (3)
Compound,SIRT5 block,LGR2 inh,CASP6 VEID inh,S100A4 MyoIIA,esBAF inh,Statin myotox sup,FN deposit inh
COC(=O)[C@]12C[C@H](CC(=O)NCc3ccc(C)o3)C(=O)N(Cc3ccc4c(c3)OCO4)C1=C[C@H](C(C)(C)C)O[C@@H]2C,.,12,-2,0,.,.,2
O=c1oc2ccccc2cc1-c1nnc(NCc2ccco2)s1,.,.,.,.,3,7,-1
Cc1ccnc(NC(=O)c2ccc(NC(=O)c3ccco3)cc2)c1,.,-60,.,.,36,-22,.

(continued)
Compound,SIRT5 block,LGR2 inh,CASP6 VEID inh,S100A4 MyoIIA,esBAF inh,Statin myotox sup,FN deposit inh
C[C@H](CO)N1C[C@H](C)[C@H](CN(C)S(=O)(=O)c2cn(C)cn2)Oc2ccc(NS(=O)(=O)c3cccs3)cc2CC1=O,4,27,0,-7,2,-30,.
COc1ccc(C2=Nc3ccccc3NC(=O)C2N(CCc2ccccc2)C(=O)c2cccs2)cc1 (stereo not drawn),-3,-25,-3,-6,29,0,1
C[C@@H]1CN([C@H](C)CO)C(=O)c2c(c3ccccc3n2C)-c2ccccc2CO[C@H]1CN(C)Cc1ccc2c(c1)OCCN2C,0&0,-3,1&1,3&-2,-3,2,-3&-12
CC(C)Oc1ccc(OCCCN2CCCCCC2)cc1,.,.,.,.,16,2,-4
Cc1cccc(C(=O)Nc2ccc(O)cc2C(=O)O)c1,1,.,1,-5,3,-7,2
CO[C@@H]1CN(C)C(=O)c2ccc(NC(=O)NC(C)C)cc2OC[C@@H](C)N(C(=O)NC(C)C)C[C@H]1C,-3,5,8,9,0,-2,-1
O=C(c1cnccn1)N1CC[C@@H]2[C@H]1c1cc(-c3ccccc3)ccc1N[C@@H]2CO,-2,-5,3,-1,14,-8,5
Cn1c2c(c(=O)c3ccccc31)CCC(C)(C)O2,.,9,-2,-1,.,.,-4
COc1ccccc1C(=O)NC(CCSC)C(=O)N1CCC(Cc2ccccc2)CC1 (stereo not drawn),0,12,-80,3,.,.,-2
CO[C@@H]1CN(C)C(=O)c2cc(NS(C)(=O)=O)ccc2OC[C@@H](C)N(C(=O)NC(C)C)C[C@H]1C,.,18,.,.,0,-1,.
Cc1ccccc1-c1cnc2c(c1)C(=O)N([C@@H](C)CO)C[C@@H](C)[C@H](CN(C)C(=O)c1ccccc1)O2,.,0,.,.,7,34,-3
CCCC#Cc1ccc2c(c1)[C@@H]1[C@@H](CCN1S(=O)(=O)c1ccc(C)cc1)[C@@H](CO)N2C,12,-8,-1,-2,-6,16,15
CCc1noc(C)c1C(=O)N(CC)CC(=O)Nc1ccccc1C(F)(F)F,-1,12,9,-4,.,.,-10
CSc1ccc(OC2(C)CCN(Cc3ccccc3)C2)cc1 (stereo not drawn),6,2,1,-5,-6,-2,-6
CC(=O)N1C[C@@H](CO)[C@@H](N(C)C(=O)C2CCCCC2)C[C@H]1c1ccccc1,-2,9,-3,?,1,-8,-6
CCC(=O)N1CC(=O)N2[C@H](CO)[C@H](c3ccc(C#Cc4cccc(F)c4)cc3)[C@H]2C1,2,14,-2,10,.,.,.
CN(C)Cc1c(O)ccc2ccccc12,3,-4,0,-11,.,.,2
O=C(NCC[C@@H]1CC[C@@H](NC(=O)C2CCCCC2)[C@@H](CO)O1)Nc1ccc(Cl)cc1,-2,9,2,13,20,-4,-27
CCN1[C@@H]2Cn3c(ccc(-c4cccc(F)c4)c3=O)[C@H]1[C@@H](C(=O)NCC1CC1)[C@@H]2CO,11,-6,2,1,-4,-1,.
Cc1ccc(O)c(NC2=C(Cl)C(=O)N(Cc3ccccc3)C2=O)c1,-5,-21,7,-7,.,.,-7
CC(=O)c1cccc(OCC(=O)N(C)CC(=O)Nc2ccc(F)cc2)c1,-1,-6,1,0,.,.,3
O=C(O)c1ccc(C=NN=C2c3ccccc3-c3ccccc32)cc1,2,-8,1,-8,.,.,3
O=C(NCc1nc2ccccc2[nH]1)C1=C[C@H](c2ccccc2)C[C@H](OCCCCO)O1,3&-5,-2,-3&5,1&3,-4,-5,-1
CC(C)C#Cc1ccc([C@H]2[C@H](CO)N3C(=O)CN(C(=O)c4ccc5c(c4)OCO5)C[C@@H]23)cc1,-4,-5,1,-7,.,.,9
COc1ccc(-c2coc3cc(O)cc(O)c3c2=O)cc1OC,-1,-59,-4,-6,54*,12,12
C=CCN(c1ccccc1)S(=O)(=O)c1cc2c(cc1C)N(C)CCO2,-4,13,-1,4,24,-6,3
CN(CC(=O)Nc1ccccc1C(F)(F)F)C(=O)c1cc([N+](=O)[O-])ccc1N1CCOCC1,4,-2,3,-3,-6,-2,.
COc1cccc(-c2cnc3c(c2)C(=O)N([C@H](C)CO)C[C@H](C)[C@H](CN(C)C(=O)NC(C)C)O3)c1,.,-8,.,.,-3,6,-8
O=C(CCC(=O)OCC(=O)c1cccc([N+](=O)[O-])c1)NC1CCCCC1,-3,.,2,0,.,.,3
COCC(=O)NC[C@H]1[C@H](c2ccccc2)[C@@H](CO)N1C(=O)c1ccccc1,0,16,-3,-6,-3,-17,-10
COc1ccc(OC)c(/C=N/NC(=O)C(=O)N/N=C/c2cc(OC)ccc2OC)c1,-5,-8,-1,5,-8,0,-12
N#CCCC(CCC#N)(CCC#N)c1cc[n+](CCc2ccccn2)cc1,.,0,0,-25,-1,0,-3
CCCC1=NN(c2ccc([N+](=O)[O-])cc2)C(=O)/C1=C/N(C)C,3,-4,1,-2,.,.,-1
